Assay outcomes deposited in PubChem BioAssay by National Center for Advancing Translational Sciences (NCATS).
3T3 cytotox: cytotoxic compounds in NIH 3T3 cells; NIH 3T3 viability, CellTiter-Glo ATP luminescence, 48-72 h; Potency, µM (titrated, usually from 96.7 µM), without a hit: at the top dose activity change, negative = cytotoxicity, actives largely listed as inhibitors; 4.3% of 94,000 active; AID 1345082; note: potency is the fitted concentration of half-maximal effect; nearly all actives have a fitted effect of over 55% in size
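Mouse fibroblast NIH 3T3 cells, 400 per well, received compound via pintool and were incubated for 48 or 72 hr prior to CellTiter-Glo ATP luminescence measurement.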
HEK293 tox: HEK 293 cell cytotoxicity; AID 1345083; 6.6% of 94,000 active; HEK 293 viability, ATP luminescence (CellTiter-Glo), 48-72 h; Potency, µM (doses to about 115 µM), without a hit: top-dose activity change, negative = cytotoxicity, hits mostly inhibitors; note: potency is the fitted concentration of half-maximal effect; nearly all actives have a fitted effect of over 60% in size
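Pintool-delivered compounds were incubated with HEK 293 cells (250 cells/well) at 37 degree Celsius for 48 or 72 hr. ATP-dependent luminescence (CellTiter-Glo) then reported remaining viable cells.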
IP6K1 inhibitor: IP6K1 kinase inhibition. IP6K1 kinase, ADP-Glo luminescence, 2 h; hits give low values. Q92551. activity change, % (series mostly up to about 58 µM). 0.81% of 140,000 active; in the data active = activity change below about -25%
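ADP-Glo luminescence measures ADP made by human IP6K1 during a 2 h RT reaction with ATP/IP6 (mix at 1.3 mM/130 uM); top library doses 57.5 and 19.1 uM final.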
GPT2 inhibitor: blocks human glutamate pyruvate transaminase 2; Q8TD30; Recombinant GPT2, coupled pyruvate oxidase/HRP Amplex Red fluorescence; Potency, µM (series often up to 57.7 µM), for inactives: top-dose activity change, negative = inhibition, usual class: inhibitors; 0.25% of 100,000 active; AID 1671188; note: potency is the fitted concentration of half-maximal effect; nearly all actives have a fitted effect of over 60% in size; many of its hits are not listed in these tables
Target sequence (Q8TD30 whole entry, looked up): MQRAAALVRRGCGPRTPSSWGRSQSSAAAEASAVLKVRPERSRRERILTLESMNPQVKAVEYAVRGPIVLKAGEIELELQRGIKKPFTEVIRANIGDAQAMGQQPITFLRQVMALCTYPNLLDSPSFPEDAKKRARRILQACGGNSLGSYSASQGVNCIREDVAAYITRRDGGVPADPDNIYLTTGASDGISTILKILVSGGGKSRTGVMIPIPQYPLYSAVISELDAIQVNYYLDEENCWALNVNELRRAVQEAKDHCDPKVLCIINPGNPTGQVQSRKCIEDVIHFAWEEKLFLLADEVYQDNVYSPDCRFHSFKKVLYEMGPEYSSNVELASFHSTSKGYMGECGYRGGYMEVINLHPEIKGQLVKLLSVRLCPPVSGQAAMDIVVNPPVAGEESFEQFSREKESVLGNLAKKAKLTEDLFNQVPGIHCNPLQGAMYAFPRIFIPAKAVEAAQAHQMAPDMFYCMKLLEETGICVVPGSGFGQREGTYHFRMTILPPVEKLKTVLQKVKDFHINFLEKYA
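Fluorescence of coupled pyruvate oxidase/HRP/Amplex Red system (50uM Amplex, 30 min, dark) reports pyruvate formed by GPT2. Enzyme reaction: 10ng/uL GPT2, 2mM L-alanine, 250uM a-KG, 30 min room temperature, pH 7.5; 50uM AOA control.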
SNCA expr inh: inhibitors of alpha-synuclein (SNCA) gene expression; HEK-293 SNCA-luciferase knock-in, luminescence, 24 h; Potency, µM (top dose mostly 57.2 µM), for the others: top-dose activity change, negative = inhibition, most hits filed as inhibitors; 0.17% of 140,000 active; AID 1671194;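 note: potency is the fitted concentration of half-maximal effect; plate controls were DMSO cells for no effect and cell-free wells for full effect; nearly all actives have a fitted effect of over 45% in size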
Luciferase inh: Photinus pyralis luciferase inhibition. P08659. purified P. pyralis luciferase, luminescence, biochemical. Potency, µM (doses to about 115 µM), for the others: at the highest dose activity change, negative = inhibition, most hits filed as inhibitors. 2.5% of 76,000 active. AID 1347043; note: potency is the fitted concentration of half-maximal effect; nearly all actives have a fitted effect of over 65% in size
Target sequence (P08659 whole entry, looked up): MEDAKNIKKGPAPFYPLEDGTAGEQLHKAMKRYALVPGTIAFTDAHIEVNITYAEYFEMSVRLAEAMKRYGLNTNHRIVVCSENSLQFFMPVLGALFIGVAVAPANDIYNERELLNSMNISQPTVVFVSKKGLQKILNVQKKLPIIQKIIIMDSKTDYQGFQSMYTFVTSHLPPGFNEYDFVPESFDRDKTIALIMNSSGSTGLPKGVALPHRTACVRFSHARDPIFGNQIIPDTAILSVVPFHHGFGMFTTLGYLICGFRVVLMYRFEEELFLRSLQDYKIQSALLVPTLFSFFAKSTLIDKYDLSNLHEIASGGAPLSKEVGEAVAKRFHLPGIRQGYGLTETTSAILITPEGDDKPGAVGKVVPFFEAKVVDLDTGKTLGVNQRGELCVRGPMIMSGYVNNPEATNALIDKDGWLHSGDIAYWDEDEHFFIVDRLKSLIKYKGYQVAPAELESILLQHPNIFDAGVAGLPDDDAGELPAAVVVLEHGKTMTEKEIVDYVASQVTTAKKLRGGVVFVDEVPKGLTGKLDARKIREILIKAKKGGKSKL
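Cell-free enzyme assay, 10nM P. pyralis luciferase, luciferin and ATP each at 10uM. Inhibition profiled over a 6-point titration, read as luminescence.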
HEK293 viab: cell viability loss counter-screen; 0.12% of 150,000 active; AID 1671193; HEK-293-SNCA-luc viability, GF-AFC fluorescence, 24 h; Potency, µM (series often up to 57.1 µM), for the others: top-dose activity change, negative = cytotoxicity, actives largely listed as cytotoxic;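 note: potency is the fitted concentration of half-maximal effect; 0% = DMSO-treated cells and -100% = medium-only wells without cells; nearly all actives have a fitted effect of over 30% in size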
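HEK-293-SNCA-luc cells (1500/well) plated 24 h, then exposed 24 h to a dilution series; GF-AFC added 30 min at 37C, fluorescence 405/540 nm; normalised to medium-only and DMSO wells, Hill fit.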
* marks the source's active call; other numbers are inactive results; i = inactive; u = inconclusive; x = no result given; [ ] = dose if it differs, or a comment. Unless noted, calls come from the whole dose curve; as a rule, active = well fitted curve in the direction sought with a large enough effect; inconclusive = small, poorly fitted or top-dose-only effect, or another doubt; inactive = no such curve, though single readings can be large; an effect the other way counts as inactive or inconclusive. Unless noted, % is set by controls: 0 for no effect and ±100 for the full control effect.

SMILES	3T3 cytotox	HEK293 tox	IP6K1 inhibitor	GPT2 inhibitor	SNCA expr inh	Luciferase inh	HEK293 viab
CCn1c(C2CCN(C(=O)CCn3nnnc3C)CC2)nn(C)c1=O	-16%	3%	12	-13%[11.5 µM]	3%	-7%	6%
Cc1ccc(C2=NC3(CCN(C(=O)c4ccc5c(c4)OCO5)CC3)ON2)cc1	-18%	u	-2	i	93%[activator]	35µM*	-2%
COc1ccc(Cn2c(C3CCN(C(=O)Cc4ccccc4)CC3)n[nH]c2=O)cc1	-2%	5%	-7	i	19%	1%	-2%
CCn1ccc2cc(S(=O)(=O)N3CCC(C(=O)NCCc4ccc(C)cc4)CC3)ccc21	x	x	-6	x	-22%	x	12%
COCCNC(=O)[C@@H]1C[C@H](Oc2cccnc2)CN1C(=O)C1(C)CCCCC1	5%	-14%	1	5%	8%	-2%	3%
CCOc1ccc(CCNC(=O)c2cn(C)c3ccc(S(=O)(=O)N4CCCCCC4)cc3c2=O)cc1OCC	x	x	-7	x	u	x	-23%
Cc1ccc(CN2CCSc3ccc(C(=O)NCCc4ccccc4)cc32)cc1	x	x	-1	x	95%[activator]	x	-5%
C=CC[C@@H]1CC=C[C@@H](C)N1C(=O)c1cc(OC)ccc1OC1CCN(C(=O)C2CC2)CC1	u	-16%	22	i	8%	-1%	-12%
Cc1nc(C2CC(O)C2)cc(N(C)Cc2cnc3ccccc3c2)n1 (configuration not stated)	u	-27%	-2	4%	u	0%	-5%
CC(C)CCNC(=O)c1ccc2c(c1)NC(=O)C(CS(=O)(=O)Cc1cccc(Br)c1)N2 (configuration not stated)	x	x	26	x	1%	x	-5%

Laid out differently: four of the compounds above
COCCNC(=O)[C@@H]1C[C@H](Oc2cccnc2)CN1C(=O)C1(C)CCCCC1
  3T3 cytotox: 5%; HEK293 tox: -14%; IP6K1 inhibitor: 1; GPT2 inhibitor: 5%; SNCA expr inh: 8%; Luciferase inh: -2%; HEK293 viab: 3%

CCOc1ccc(CCNC(=O)c2cn(C)c3ccc(S(=O)(=O)N4CCCCCC4)cc3c2=O)cc1OCC
  3T3 cytotox: x; HEK293 tox: x; IP6K1 inhibitor: -7; GPT2 inhibitor: x; SNCA expr inh: u; Luciferase inh: x; HEK293 viab: -23%

Cc1ccc(CN2CCSc3ccc(C(=O)NCCc4ccccc4)cc32)cc1
  3T3 cytotox: x; HEK293 tox: x; IP6K1 inhibitor: -1; GPT2 inhibitor: x; SNCA expr inh: 95%[activator]; Luciferase inh: x; HEK293 viab: -5%

C=CC[C@@H]1CC=C[C@@H](C)N1C(=O)c1cc(OC)ccc1OC1CCN(C(=O)C2CC2)CC1
  3T3 cytotox: u; HEK293 tox: -16%; IP6K1 inhibitor: 22; GPT2 inhibitor: i; SNCA expr inh: 8%; Luciferase inh: -1%; HEK293 viab: -12%

(continued)
SMILES	3T3 cytotox	HEK293 tox	IP6K1 inhibitor	GPT2 inhibitor	SNCA expr inh	Luciferase inh	HEK293 viab
Cc1nc2cc(S(=O)(=O)N3CCOCC3)ccc2n1CCNC(=O)C1(C)CC1	-14%	-24%	10	i[11.5 µM]	-5%	5%	4%
Cc1cccc(NC(=O)N2CCC(CN3CCc4ccccc4C3)CC2)c1C	x	x	7	x	33%[activator]	x	-3%
COc1cccc(CNC(=O)CSc2nc(=O)[nH]c3c2CCC3)c1	x	x	-2	x	-10%	x	-3%
Cn1cc(-c2ccsc2)c2nc(CN3CCNC(=O)C3)cn2c1=O	u	-1%[172 µM]	-9	-1%[88.5 µM]	-4%[87.6 µM]	-4%[172 µM]	4%[87.6 µM]
CC(C)NCC1(COc2ccccc2)C[C@@H](O)[C@@H](O)C1 (some centres not stated)	i	-8%[230 µM]	15	-6%[88.5 µM]	9%[87.6 µM]	-3%[230 µM]	3%[87.6 µM]
CSc1ncc(C(=O)N2CCN(c3ccc(Cl)cc3)CC2)c(C)n1	x	x	17	x	21%	x	8%
Cc1cccc(NC(=O)Cn2nc(N3CCN(c4ccccc4)CC3)ccc2=O)c1C	x	x	13	x	12%	x	1%
O=C(NC1CCCCC1)N1CCC(Cc2nc(-c3ccccc3)n[nH]2)C1 (configuration not stated)	-11%	-28%	4	2%	6%	-8%	-11%
O=C(CCn1nnnc1CN1CCOCC1)N1CCN(c2nc3ccccc3s2)CC1	-16%	u	1	i	-12%	-1%	7%
COCCc1noc(C2CN(C(=O)COc3ccc(F)cc3)C2)n1	-8%	-1%	7	i	-2%	1%	5%
COc1ccc(-c2nc(CN3CCC(C(=O)NCCCN4CCN(c5ccccc5F)CC4)CC3)c(C)o2)cc1OC	x	x	18	x	-12%	x	u
CCn1cc2nc(SCc3ccccc3Cl)n(Cc3ccc(OC)cc3)c(=O)c2n1	x	x	1	x	-23%	x	-16%
COC[C@@H]1CN(C(=O)c2ccc(Cl)cc2OC)C[C@H]1C(N)=O	i	i	9	-3%	-4%	0%	4%
CCCN(CCC)C(=O)[C@H]1CCC[C@H]1NC(=O)c1ccc(OC)nc1	-35%	-23%	26	3%	-5%	-4%	-29%
COC[C@@H]1[C@H](C(=O)Nc2ccc(N3CCOCC3)cc2)CCC(=O)N1C	-13%	-1%	18	i	-1%	-5%	4%
CCN(C(=O)c1cn(-c2cccc(OC)c2)c(=O)c2ccccc12)c1ccccc1C	x	x	-3	x	21%	x	-11%
CCOC(=O)C1CCCN(C(=O)c2nn(-c3ccc(OC)cc3)c(=O)c3c2c2ccccc2n3C)C1 (configuration not stated)	x	x	22	x	33%[activator]	x	0%
O=C(Cc1ccccn1)N1CCCC(c2nn(-c3ccccc3)c(=O)[nH]2)C1 (configuration not stated)	-7%	-5%	3	-5%	-28%	-8%	-5%
Cc1ccc(C(=O)N2CCC3(CC2)CC(N(C(=O)NC(C)C)C2CC2)CCO3)cn1 (configuration not stated)	3%	-5%	9	i	-16%	-2%	1%
CC1CCC2(CC1)OCC(C(=O)NC1CCCCC1)N2C(=O)c1ccc(F)cc1 (configuration not stated)	-26%	-23%	-12	i	-13%	1%	-10%
O=S(=O)(c1ccccc1)c1nc(-c2ccc(F)cc2)oc1NCc1ccccc1	x	x	10	x	40%[activator]	x	-5%
COc1ccc(Nc2cnc3ccc(-c4ccc(F)cc4)nn23)cn1	35µM*	50µM*	-20	u	-13%[87.6 µM]	0%[172 µM]	-1%[87.6 µM]
O=C(NCc1ccccc1)C(=O)NCC(c1cccs1)S(=O)(=O)c1cccs1 (configuration not stated)	x	x	4	x	-12%	x	17%
O=Cc1cccc(-c2cccc(C(F)(F)F)c2)c1	-4%[138 µM]	0%[172 µM]	-36*	i	2%[87.6 µM]	x	-2%[87.6 µM]
CCOc1ccc(CCNC(=O)CN2C(=O)COc3ccc(S(=O)(=O)N4CCC(C)CC4)cc32)cc1	x	x	1	x	-16%	x	-8%
CCc1cccc(C)c1NC(=O)Cn1ccn2nc3c(c2c1=O)CCCC3	u	u	37	i	-19%	8%	-17%
CCN(CC)C(=O)COc1ccc(-c2nnc(Nc3ccc(OC)c(C(=O)NC)c3)c3ccccc23)cc1	x	x	-8	x	-1%	x	u
CC(C)(C)c1ccc(C(=O)N2CCC3(C2)NC(=O)N(Cc2ccc(Cl)cc2)C3=O)cc1 (configuration not stated)	u	u	-3	-4%	-6%	0%	3%
COc1ccccc1Oc1ccc(N(Cc2cccnc2)S(=O)(=O)CC(F)(F)F)cc1	x	x	-3	i	x	x	3%
CC(C)(C)NS(=O)(=O)C1CCS(=O)(=O)C1 (configuration not stated)	i	0%	-10	3%	-18%	0%	4%
CN(C)c1ccc(CN2CCC3(CC2)CC(=O)c2ccc(Cl)cc2O3)cc1	u	u	-6	i	-9%	-4%	u
FC(F)(F)Oc1cccc(CN2CCC[C@H]2c2nc(-c3ccc(N4CCOCC4)nc3)no2)c1	u	u	6	0%	3%	u	2%
CC(=O)N1CCCc2cc(S(=O)(=O)N3CCCC(C(=O)Nc4ccc(C)c(F)c4)C3)ccc21 (configuration not stated)	x	x	2	x	-15%	x	4%
O=C(O)C[C@@H]1CCN(C(=O)COc2ccccc2)C[C@@H]1CCN1CCC(n2c(=O)[nH]c3ccccc32)CC1	-24%	-8%	4	i	7%	-5%	27%
CC1(COc2ccccc2)COc2ccc(C(=O)N3CCOCC3)cc2N1 (configuration not stated)	-15%[138 µM]	u	-5	-15%[88.5 µM]	3%[87.6 µM]	-3%[172 µM]	9%[87.6 µM]
CC(O)c1cc2n(n1)CCN(S(=O)(=O)c1ccc3c(c1)NC(=O)CO3)C2 (configuration not stated)	-1%	i	8	i	-19%	3%	1%
CCc1noc([C@@H]2CC(F)(F)CN2S(=O)(=O)c2cccnc2)n1	-1%	-2%	-3	i	4%	4%	-10%
O=C(c1ccc2ccccc2n1)N1C[C@@H](CO)[C@H](c2ccccn2)C1	3%	i	4	1%	-5%	-4%	-2%
COc1ccc(CNC(=O)Cn2cccc2-c2nc(-c3ccc(F)cc3)no2)cc1	-13%	-4%	5	i	7%	0%	5%
O=C1C(N2CCN(S(=O)(=O)c3cccc(F)c3)CC2)CCN1Cc1cccnc1 (configuration not stated)	-22%	-17%	14	-7%	0%	-3%	7%
COc1ccc(CC(=O)N2CCc3cc(OC)c(OC)cc3C2COc2ccc3c(C)cc(=O)oc3c2)cc1OC (configuration not stated)	x	x	0	x	30%	x	0%
C[C@@H]1CC[C@@]2(OC1)O[C@H]1C[C@H]3[C@@H]4CC=C5C[C@@H](O)CC[C@]5(C)[C@H]4CC[C@]3(C)[C@H]1[C@@H]2C	x	x	-1	i	x	x	1%[23.9 µM]
O=C(c1ccc2c(c1)OCO2)N1CCC(N2CCOC2=O)CC1	i	i	-11	u	-19%	x	4%
COc1ccc(C(=O)N2CCCCCC2c2nnc(-c3ccccc3)o2)cn1 (configuration not stated)	u	u	-12	3%	-5%	-5%	u
C=CCN1CCN(C(=O)c2ccc3c(c2)C(O)CCCCCN3C)CC1 (configuration not stated)	-22%	u	-8	i	9%	3%	1%
COc1ccc(-n2nc3n(c2=O)CCN([S+](=O)([O-])c2cccc(C(F)(F)F)c2)C3)cc1	i	i	-12	i	14%	x	-6%
CCOc1ccc(CNC(=O)C2CCCN(S(=O)(=O)N(CC)c3ccc(OCC)cc3)C2)cc1 (configuration not stated)	x	x	0	x	-22%	x	0%
C#CCNC(=O)C1CCc2nnc(CNC(=O)NC(C)C)n21 (configuration not stated)	1%	i	-8	i	-4%	x	-1%
CC1=NOC(C(=O)N2CCCn3nc(C(=O)NCCN(C)C)cc3C2)C1 (configuration not stated)	-4%	-14%	23	4%	-21%	-4%	-7%
Cc1cnc(CCNC(=O)NC(C)(C)C)n1CC1CC1	i	i	-8	i	u	-3%	-3%
Cc1nccn1CCCC(=O)N[C@@H]1CCOC[C@H]1OCC(=O)O	-14%	-8%	9	i	5%	-7%	-4%
CN1c2cc(C(=O)Nc3ccc(C(N)=O)cc3)ccc2C(=O)N2CCCCCC21 (configuration not stated)	u	u	12	-7%	51%[activator]	-14%	18%[12.5 µM]
